# UBC9 SUMO inh – inhibitors of in vitro SUMOylation cascade, primary screen, biochemical, HTRF, uHTS | HTRF SUMOylation assay, SAE1/SAE2 + UBC9 | inhibition, % at 35 µM | actives 0.36% (n = 290,000); in the data active means inhibition above about 50%, passing the limit was not always enough; further: strong numbers were not always called active
# VIM-2 inhibitor – VIM-2 metallo-beta-lactamase inhibitors, primary screen, biochemical, epi-absorbance readout, Pseudomonas aeruginosa enzyme. purified VIM-2, nitrocefin hydrolysis, epi-absorbance fluorescence. inhibition, % at 5.6 µM. actives 0.89% (n = 290,000). AID 1527, 2009;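 active means inhibition above the mean of all tested compounds plus 3 SD, cutoff set per screening run, cut at about 7.5% in these data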;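 further: red hydrolysis product quenches plate fluorescence so inhibitors raise well fluorescence; 0% = enzyme with DMSO and 100% = DMSO without enzyme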
# pCIP destab – p/CIP-EGFP fusion destabilizers, primary screen, fluorescence, F442A cells; decrease of EGFP signal, % at 10 µM; AID 1984, 2009; Q05BA5; actives 0.01% (n = 290,000); 16 h;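 active means EGFP signal decrease of at least 30% at 10 µM or well 3 SD below plate mean, unless failing retest; inactive means the rest, including hits failing retest or dose response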; further: some compounds called inactive have numbers as strong as hits; many of its hits are not listed in these tables
# IDE cell activ – human IDE activators in live cells, primary screen, fluorescence polarization, HEK cells, FAbeta-B substrate; actives 0.073% (n = 340,000); FAbeta-B cleavage; 0% vehicle, 100% cell-free pure enzyme wells; activation, % at 5.96 µM; Insulin-degrading enzyme (Homo sapiens), P14735;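 active means activation above the mean of all tested compounds plus 3 SD, set per screening campaign, cut at about 17% in these data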
# Target sequence (P14735 whole entry, looked up): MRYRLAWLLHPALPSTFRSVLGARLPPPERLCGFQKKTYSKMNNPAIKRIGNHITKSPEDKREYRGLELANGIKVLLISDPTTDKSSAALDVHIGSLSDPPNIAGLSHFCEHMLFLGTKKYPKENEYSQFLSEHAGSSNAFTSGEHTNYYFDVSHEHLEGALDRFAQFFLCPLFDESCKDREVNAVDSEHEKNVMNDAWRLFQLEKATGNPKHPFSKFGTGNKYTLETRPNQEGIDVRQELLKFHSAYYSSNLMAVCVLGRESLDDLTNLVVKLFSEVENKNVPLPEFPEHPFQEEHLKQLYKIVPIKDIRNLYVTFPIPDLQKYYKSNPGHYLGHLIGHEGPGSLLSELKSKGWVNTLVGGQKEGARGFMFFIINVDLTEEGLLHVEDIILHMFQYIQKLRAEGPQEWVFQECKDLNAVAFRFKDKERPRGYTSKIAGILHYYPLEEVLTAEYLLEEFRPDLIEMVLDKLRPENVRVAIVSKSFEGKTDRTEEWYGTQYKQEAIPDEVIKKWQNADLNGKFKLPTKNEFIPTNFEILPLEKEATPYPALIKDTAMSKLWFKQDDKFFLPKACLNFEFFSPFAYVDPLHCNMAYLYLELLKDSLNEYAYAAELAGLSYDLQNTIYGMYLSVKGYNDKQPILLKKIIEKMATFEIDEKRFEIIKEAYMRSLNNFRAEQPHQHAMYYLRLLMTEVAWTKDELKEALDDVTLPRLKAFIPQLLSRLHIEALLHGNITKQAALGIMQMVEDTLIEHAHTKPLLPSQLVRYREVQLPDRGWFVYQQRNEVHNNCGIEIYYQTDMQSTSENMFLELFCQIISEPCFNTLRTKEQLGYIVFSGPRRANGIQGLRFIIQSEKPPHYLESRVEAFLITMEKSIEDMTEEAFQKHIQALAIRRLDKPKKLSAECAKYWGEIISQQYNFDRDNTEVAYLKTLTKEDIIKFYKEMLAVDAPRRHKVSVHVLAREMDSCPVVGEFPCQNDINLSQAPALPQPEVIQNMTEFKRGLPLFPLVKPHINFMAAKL
# NS3 helicase inh – inhibitors of HCV NS3 helicase, primary screen, biochemical, Cy5 molecular beacon fluorescence | Hepatitis C virus NS3 helicase | inhibition, % at 10.9 µM | NS3 helicase DNA unwinding | actives 0.56% (n = 290,000);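 active means inhibition above the mean of all tested compounds plus 3 SD, set per campaign, cut at about 35% in these data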;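 further: 0% = DMSO wells and 100% = thioflavine S control wells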
#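 Compound dosing – single dose, 10.9 µM nominal final, DMSO 0.8% final · System – NS3 helicase fragment of HCV · Buffer or medium – MOPS pH 6.5, MgCl2, DTT, Tween20, BSA · Signal – Cy5 beacon fluorescence read at start and 1 h · Also added – annealed dual-labelled DNA beacon duplex, ATP-started · Schedule – 1 h at 25 °C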
# DNA FID counter – compounds displacing fluorescent DNA intercalator, primary screen, artefact control for HCV NS3 helicase inhibitor project, biochemical, FID fluorescence; AID 1845, 2009; DNA fluorescent intercalator displacement; inhibition, % at 7.9 µM; actives 0.17% (n = 290,000); in the data active means inhibition above about 37%;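 further: 0% = vehicle and 100% = reference compound; higher means more ethidium bromide displaced from hairpin DNA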
# M18AAP inhibitor – PfM18AAP inhibitors, malaria aminopeptidase, primary screen, biochemical, QFRET, recombinant enzyme. H-Glu-NHMec fluorogenic cleavage. actives 1.2% (n = 290,000). inhibition, % at 7.35 µM;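 active means inhibition above the campaign mean inhibition over all tested compounds plus 3 SD, cut at about 28% in these data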;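 further: 0% = plate median of test compound wells and 100% = 2 mM ZnCl2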
# IDE cell inh – human IDE inhibitors in live cells, primary screen, fluorescence polarization, HEK cells, FAbetaB substrate. FAbetaB cleavage. actives 0.41% (n = 320,000). inhibition, % at 5.59 µM;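 active means percent inhibition above the average of all tested compounds plus 3 SD, set per screening campaign, cut at about 16% in these data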;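 further: IDE supplied by intact live HEK cells; FP after avidin binding of uncleaved biotin substrate so inhibition keeps polarization high; 0% = DMSO wells and 100% = 60 µM reference IDE inhibitor Ii1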
# IMP-1 inh – IMP-1 metallo-beta-lactamase inhibitors, primary screen, biochemical, epi-absorbance readout, Pseudomonas aeruginosa enzyme | metallo-beta-lactamase IMP-1 (Pseudomonas aeruginosa) | purified IMP-1, nitrocefin hydrolysis, epi-absorbance fluorescence | inhibition, % at 5.6 µM | actives 0.45% (n = 290,000);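 active means inhibition above the mean plus 3 SD of all compounds in the same screening run, cut at about 4.5% in these data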;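 further: 0% = IMP-1 with DMSO and 100% = DMSO wells lacking enzyme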
#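 assay system = purified recombinant IMP-1 metallo-beta-lactamase enzyme | schedule = 15 min preincubation plus 25 min reaction at 25 °C | signal = Epi-absorbance fluorescence, 480 nm excitation, 530 nm emission | read-out basis = percent inhibition from optical density relative to buffer-blank wells | controls = IMP-1 with DMSO as 0%, enzyme-free DMSO as 100%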
# * marks the source's active call; other numbers are inactive results; / = not tested or not shown. Rows were taken by chance; about 3.6% have a hit in one of these screens.
no.	Compound	UBC9 SUMO inh	VIM-2 inhibitor	pCIP destab	IDE cell activ	NS3 helicase inh
1	O=S(=O)(c1cccc(C(F)(F)F)c1)N1CCN(c2cnccn2)CC1	-18	-2.3	16	0	2
2	Cc1cccc(C(=O)NC2CC(C)(C)NC(C)(C)C2)c1	-32	-2.8	-4	1	4
3	COc1cc2c(cc1NC(=O)C(C)Sc1ccc(C)cc1)oc1ccccc12 (stereo unspecified)	7	-2.5	4	5	4
4	O=C(Cn1ncc2ccccc21)N1CCc2ccccc21	-21	-4.4	-6	5	1
5	Cc1cc(NC(=O)c2ccc(S(=O)(=O)N3CCOCC3)cc2)nc2c1c(=O)oc1ccccc12	-21	0.0	14	/	7
6	Cc1cc(C)nc(SCC(=O)N/N=C/c2cccc([N+](=O)[O-])c2)n1	13	-0.2	-15	-2	-2
7	Oc1ccc2[nH]ccc2c1	5	-3.2	3	0	14
8	CCOC(=O)CCn1nc(-c2ccc(Cl)cc2)cc1N	6	-0.2	-2	-5	-30
9	Cc1ccc2[nH]c(C(=O)Nc3ccc(F)cc3)cc2c1	11	-1.0	-4	-1	-3
10	CC(CN(C(N)=O)c1ccccc1O)C(=O)O (stereo unspecified)	10	2.3	-2	-1	-4
11	Cc1ccc(C(=O)C2=C(O)C(=O)N(Cc3cccnc3)C2c2ccc(Br)cc2)o1 (stereo unspecified)	1	-0.6	-8	-1	40*
12	NC(=O)Cn1cnc2c(nnn2-c2ccc(F)cc2)c1=O	6	-1.6	-8	5	-5

no.	DNA FID counter	M18AAP inhibitor	IDE cell inh	IMP-1 inh
1	-4	1	-2	-1.8
2	8	-4	-9	-1.0
3	-7	5	-2	-2.4
4	-3	1	1	-2.5
5	-2	-10	3	-0.4
6	0	2	0	-4.2
7	-7	15	-2	-2.8
8	-3	1	-1	-1.7
9	-5	-3	4	-3.4
10	-1	-15	-2	-1.1
11	-51	11	4	-1.8
12	-2	0	-5	-3.5

# Part of the list above in another layout.
4: O=C(Cn1ncc2ccccc21)N1CCc2ccccc21
  UBC9 SUMO inh: -21
  VIM-2 inhibitor: -4.4
  pCIP destab: -6
  IDE cell activ: 5
  NS3 helicase inh: 1
  DNA FID counter: -3
  M18AAP inhibitor: 1
  IDE cell inh: 1
  IMP-1 inh: -2.5

9: Cc1ccc2[nH]c(C(=O)Nc3ccc(F)cc3)cc2c1
  UBC9 SUMO inh: 11
  VIM-2 inhibitor: -1.0
  pCIP destab: -4
  IDE cell activ: -1
  NS3 helicase inh: -3
  DNA FID counter: -5
  M18AAP inhibitor: -3
  IDE cell inh: 4
  IMP-1 inh: -3.4

# (list continues)
no.	Compound	UBC9 SUMO inh	VIM-2 inhibitor	pCIP destab	IDE cell activ	NS3 helicase inh
13	COc1ccc(NC(=O)CN(C)C(=O)Cc2ccsc2)cc1	-5	0.9	-6	5	11
14	CCCCc1nnc(NC(=O)C=C(C)C)s1	-17	-4.0	-13	-1	4
15	CC(=O)Nc1ccc(N2CCN(Cc3ccccc3F)CC2)cc1	-2	-3.9	-5	2	5
16	Cc1ccc2cc3cc(C(=O)N4CCN(C(=O)c5ccco5)CC4)sc3nc2c1	8	4.4	-13	-8	5
17	CCCCCOc1ccc(C(=O)NCCC(=O)NCCCC(=O)OCC)cc1	-4	-3.2	-1	-2	-4
18	COc1ccc2c(c1OC)C(=O)N(c1ccc(O)cc1)C2	16	-1.4	-8	-1	-4
19	COCCn1c(SCC(=O)Nc2ccc(Cl)c(S(=O)(=O)N(C)C)c2)nc2ccccc21	2	-3.2	-36	-1	-8
20	CC(C)(C)OC(=O)N[C@@H](COCc1ccccc1)C(=O)N[C@@H](CO)[C@H](O)[C@@H]1C[C@@H]1C(=O)NC1CCCCC1	13	0.2	-14	-3	-23
21	COc1ccccc1C1CCN(C(=O)c2cccc([N+](=O)[O-])c2)CC1	7	-1.1	-5	-2	-8
22	Cc1cc(-n2c(C)cc(C(=S)N3CCOCC3)c2C)ccc1Br	11	0.0	2	0	13
23	CCOc1ccc(C2C=C(c3ccccc3)Nc3nnnn32)cc1 (stereo unspecified)	5	-1.4	5	-8	-1
24	O=C(NCc1ccccc1)c1cc(-c2cccc(O)c2)on1	5	-3.1	-17	4	3

no.	DNA FID counter	M18AAP inhibitor	IDE cell inh	IMP-1 inh
13	-8	14	0	5.0*
14	-8	0	3	-3.2
15	2	0	4	-5.5
16	-33	-3	4	-2.3
17	-32	-2	4	-3.2
18	-10	4	0	-3.1
19	-23	3	4	-3.3
20	-41	1	0	-0.2
21	-27	1	4	-0.9
22	-8	-5	-2	-3.7
23	2	7	-8	-4.3
24	-4	3	-1	-1.7

# Carrying on:
no.	Compound	UBC9 SUMO inh	VIM-2 inhibitor	pCIP destab	IDE cell activ	NS3 helicase inh
25	CCCC(c1nnnn1CCOC)N1CCN(Cc2ccccc2)CC1 (stereo unspecified)	26	-3.5	-2	3	-1
26	Cc1cc(C)n(-c2nc3ccccc3nc2N2CCN(S(=O)(=O)c3cccc(C#N)c3)CC2)n1	2	1.4	-2	5	-20
27	O=C(NCC1COc2ccccc2O1)C1C2C=CC3(CN(Cc4ccccc4Cl)C(=O)C13)O2 (stereo unspecified)	-13	-0.7	0	3	-6
28	CSCCC(C(=O)OC1CCOC1=O)N1C(=O)c2ccccc2C1=O (stereo unspecified)	9	-1.0	-10	4	0
29	O=C(NC(C(=O)N/N=C/c1ccncc1)c1n[nH]c(=O)c2ccccc12)c1ccccc1 (stereo unspecified)	6	-2.0	-14	3	-8
30	COc1ccc(N=C2S/C(=C\c3cc(C)n(C)c3C)C(=O)N2CC(C)C)cc1	-27	-0.7	3	2	6
31	O=C/C=C/c1coc2ccc3ccccc3c2c1=O	12	-1.9	-4	/	3
32	C/C(CCN1CCCCc2nc(C)c(C)cc21)=N\O[C@H](C)c1cn([C@H](CO)Cc2ccccc2)nn1	17	-2.2	2	/	-5
33	Cc1ccc(-c2nc3c(c(=O)c4ccccc4n3C)c(=O)n2-c2ccc(F)cc2)cc1	0	-2.2	-20	4	11
34	CS(=O)(=O)NCCC1=CCCCC1	-12	-1.0	3	4	-6
35	O=C(/C=C/c1ccco1)Nc1ccc2c(c1)OCCO2	-8	0.1	2	1	0
36	CC(=O)N(C)c1ccc(NC(=O)c2ccco2)cc1	-14	-1.6	-1	1	-10

no.	DNA FID counter	M18AAP inhibitor	IDE cell inh	IMP-1 inh
25	11	3	9	-4.7
26	-46	-4	2	-1.6
27	-29	0	-2	-3.7
28	-15	-5	-1	-0.5
29	-10	-3	0	-0.8
30	-12	6	3	-2.2
31	3	-3	8	-1.8
32	-3	1	-3	-0.6
33	-5	2	-1	-2.6
34	5	-9	-4	-0.3
35	-3	-10	5	-0.3
36	-1	1	6	-3.4

# Continued:
no.	Compound	UBC9 SUMO inh	VIM-2 inhibitor	pCIP destab	IDE cell activ	NS3 helicase inh
37	COc1ccc(S(=O)(=O)NCC2CCC(C(=O)NCC(OC)OC)CC2)cc1 (stereo unspecified)	6	-2.0	-5	13	-2
38	Cc1cc(C)cc(C(=O)NCC(=O)NCc2ccc(S(N)(=O)=O)cc2)c1	-6	-3.8	-2	-6	8
39	CC1C(=O)CCN(C(C)(C)C)C1C (stereo unspecified)	-26	-3.1	4	3	1
40	COc1ccc(CNS(=O)(=O)c2ccc(-c3ccc(=O)[nH]n3)o2)cc1	14	-2.8	-18	-3	7
41	CC(=O)Nc1nc(-c2cccc3ccccc23)cs1	5	-0.8	3	1	-6
42	CCOc1ccccc1OCCCC(=O)NC1=NCCS1	6	-2.2	-9	8	0
43	CC(=O)Nc1ccc(S(=O)(=O)NCC(=O)OCC(=O)N2CCN(c3ccccc3)CC2)cc1	5	-0.6	-18	4	9
44	Cc1cc(C)n(-c2ccc(C(=O)Nc3ccccn3)cc2)n1	22	-4.1	-1	1	-2
45	Cc1nn(C)c(C)c1S(=O)(=O)N1CCC(C(=O)NC2CCCCC2)CC1	6	-2.6	-8	4	-5
46	Cc1cc(C)nc(NC(N)=NC2CCCCC2)n1	-9	-0.6	1	2	-18
47	Cn1c(Cn2cnc(Cl)c2Cl)nc2ccccc21	8	-2.3	-7	8	15
48	O=C1c2cnc3nc(SCc4ccccc4)nn3c2CC2c3ccccc3CCN12 (stereo unspecified)	27	1.8	0	3	5

no.	DNA FID counter	M18AAP inhibitor	IDE cell inh	IMP-1 inh
37	-12	3	-1	-1.1
38	-8	-7	/	-4.3
39	-1	4	-4	-2.3
40	-8	-8	-8	-2.1
41	-10	5	-11	-2.4
42	-6	-1	-6	-2.1
43	-9	-6	2	0.8
44	-13	-1	1	-3.4
45	-4	-1	3	-2.8
46	1	0	5	-2.3
47	-8	8	0	-2.5
48	5	-3	6	-1.1

# Additional entries
no.	Compound	UBC9 SUMO inh	VIM-2 inhibitor	pCIP destab	IDE cell activ	NS3 helicase inh
49	Cn1c(-c2cnn(-c3ccccc3)c2N)n[nH]c1=S	13	-2.1	-13	6	-7
50	CCOC(=O)C1CCCN(C(=O)CN2C(=O)c3ccccc3C2=O)C1 (stereo unspecified)	-1	-1.9	-4	-4	6
51	CCc1c(C)nc2c(Br)cccc2c1SCCC#N	-3	-3.1	-6	1	9
52	COc1ccc(CCN(C)C(=S)Nc2cccc(C)c2)cc1OC	9	-1.5	-5	-5	12
53	O=C1OC(N2CCN(Cc3ccccc3)CC2)c2ccccc21 (stereo unspecified)	/	-1.5	/	1	9
54	O=C(Cn1nnc(-c2ccccc2)n1)N=Nc1c(O)[nH]c2ccccc12	-3	-3.3	2	5	-2

no.	DNA FID counter	M18AAP inhibitor	IDE cell inh	IMP-1 inh
49	-3	17	5	-4.1
50	0	3	11	-1.7
51	-9	-8	-4	-1.4
52	-11	-8	0	-1.9
53	-3	0	2	-6.7
54	2	-1	3	-3.0

# Among those listed so far, these contain fluorine:
no.	Compound	UBC9 SUMO inh	VIM-2 inhibitor	pCIP destab	IDE cell activ	NS3 helicase inh
1	O=S(=O)(c1cccc(C(F)(F)F)c1)N1CCN(c2cnccn2)CC1	-18	-2.3	16	0	2
9	Cc1ccc2[nH]c(C(=O)Nc3ccc(F)cc3)cc2c1	11	-1.0	-4	-1	-3
12	NC(=O)Cn1cnc2c(nnn2-c2ccc(F)cc2)c1=O	6	-1.6	-8	5	-5
15	CC(=O)Nc1ccc(N2CCN(Cc3ccccc3F)CC2)cc1	-2	-3.9	-5	2	5
33	Cc1ccc(-c2nc3c(c(=O)c4ccccc4n3C)c(=O)n2-c2ccc(F)cc2)cc1	0	-2.2	-20	4	11

no.	DNA FID counter	M18AAP inhibitor	IDE cell inh	IMP-1 inh
1	-4	1	-2	-1.8
9	-5	-3	4	-3.4
12	-2	0	-5	-3.5
15	2	0	4	-5.5
33	-5	2	-1	-2.6

# Source: PubChem BioAssay
